High-throughput results: PubChem BioAssay, several laboratories
TPT1 inh – C. albicans TPT1 enzyme inhibition. recombinant caTPT1, FP RNA substrate dephosphorylation. inhibition, % at 5 µM. 300,000 tested, 0.81% active. AID 1962;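 active means inhibition above the mean of all tested compounds plus 3 SD, set per screening campaign, cut at about 24% in these data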;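 further: plate controls were DMSO alone for no effect and ferristatin control at 100 nM for full effect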
PP5 primary – inhibitors of human protein phosphatase 5 (PP5). P53041. purified PP5c, OMFP substrate fluorescence. inhibition, % at 6.7 µM. 320,000 tested, 0.18% active. AID 1987;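 active means inhibition above the campaign's mean inhibition across all tested compounds plus 3 SD, cut at about 9.5% in these data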;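 further: 0% = DMSO only and 100% = 100 µM cantharidin control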
Efflux pump inh – antifungal efflux pump inhibition, Nile Red retention. 330,000 tested, 0.44% active. S. cerevisiae Candida pump triplex. inhibition, % at 10 µM;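 active means plate passing quality check with inhibition over a set limit, or well fluorescence over plate mean plus 4 SD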;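 further: Nile Red retained in pooled yeast measured as flow cytometry median fluorescence; 0% = buffer negative control and 100% = Enniatin B positive control; higher means more Nile Red kept so more efflux inhibition; some compounds called inactive have numbers as strong as hits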
core dimer inh – HCV core protein dimerization inhibition | TR-FRET GST/Flag-core106 dimerization, 1536-well | inhibition, % at 5 µM | 300,000 tested, 0.33% active | AID 1899;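 active means inhibition above the mean of all tested compounds plus 3 SD, set per screening campaign, cut at about 45% in these data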
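Assay system: tagged HCV core106 pair (GST and Flag); medium: KF-containing HEPES buffer, pH 7.45, DTT, CHAPS, BSA; also added: Eu donor and XL665 acceptor anti-tag antibodies; dosing: 5 µM single dose; timing: compound-protein-antibody incubation 4 h at 22.5 °C; signal: TR-FRET 671 and 617 nm emission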
PP1 counter – counter-screen for PP5 inhibitors: inhibitors of human PP1-alpha | inhibition, % at 6.7 µM | purified PP1alpha, OMFP fluorescence | 320,000 tested, 0.9% active;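 active means inhibition above the mean inhibition of all tested compounds plus 3 SD, computed separately for each screening campaign, cut at about 15% in these data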
GASC-1 inh – inhibitors of human GASC-1 (JMJD2C) demethylase; AID 2099; inhibition, % at 2.35 µM; GST-JMJD2C(1-420) H3K9me3 demethylation, DELFIA europium; 330,000 tested, 0.069% active; Q9H3R0;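 active means more than half of a compound's replicate wells show inhibition beyond 50%, single wells judged on their own value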;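 further: signal counts dimethyl H3K9 product captured on neutravidin plate; 0% = median of DMSO wells and 100% = 0.3 times that DMSO median; strong numbers were not always called active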
Target sequence (Q9H3R0 1-420 limits assumed): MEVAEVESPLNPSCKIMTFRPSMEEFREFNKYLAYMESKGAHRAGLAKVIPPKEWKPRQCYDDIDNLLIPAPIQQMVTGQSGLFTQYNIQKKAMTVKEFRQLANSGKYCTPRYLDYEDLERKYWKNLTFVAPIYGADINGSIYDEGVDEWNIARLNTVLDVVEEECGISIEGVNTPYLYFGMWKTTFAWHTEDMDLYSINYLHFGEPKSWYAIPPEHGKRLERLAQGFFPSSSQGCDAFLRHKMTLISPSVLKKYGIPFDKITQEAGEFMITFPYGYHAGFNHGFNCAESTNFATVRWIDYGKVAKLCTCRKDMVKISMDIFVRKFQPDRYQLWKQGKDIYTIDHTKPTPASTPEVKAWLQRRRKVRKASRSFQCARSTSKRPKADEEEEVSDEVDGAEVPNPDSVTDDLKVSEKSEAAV
proCasp3 act – procaspase-3 (human) activation; P42574; recombinant procaspase-3 D3A, Ac-DEVD-pNA absorbance 405 nm; activation, % at 8.5 µM; 330,000 tested, 0.11% active;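 active means activation above the mean of all tested compounds plus 3 SD, cut at about 21% in these data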;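 further: 0% = DMSO alone and 100% = DMSO wells spiked with extra 5 µM PC-3 D3A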
Target sequence (P42574 whole entry D9A/D28A/D175A): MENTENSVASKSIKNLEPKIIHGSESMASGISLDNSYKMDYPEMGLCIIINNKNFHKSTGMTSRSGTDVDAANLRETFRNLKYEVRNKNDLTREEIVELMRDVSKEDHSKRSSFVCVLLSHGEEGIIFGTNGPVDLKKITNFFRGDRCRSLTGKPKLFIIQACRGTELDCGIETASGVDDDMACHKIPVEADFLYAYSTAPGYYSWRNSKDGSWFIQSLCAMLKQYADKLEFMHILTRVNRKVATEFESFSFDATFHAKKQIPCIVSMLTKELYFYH
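Evaluation: percent activation relative to control range; Material: Procaspase-3 D3A mutant, all three cleavage aspartates alanine; Compound: single dose, 8.5 µM nominal compound, 0.8% DMSO; Replication: one well per compound; Signal: absorbance at 405 nm, 0 and 120 min; Schedule: 1 h preincubation plus 2 h reaction at 25 °C.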
CTSL1 counter – blocks F. hepatica cathepsin L1 in PFM18AAP counter-screen; inhibition, % at 5.96 µM; 300,000 tested, 0.49% active; recombinant F. hepatica cathepsin L1, Z-Leu-Arg-MCA fluorescence; AID 1906;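 active means inhibition above the mean of all tested compounds plus 3 SD, set per screening campaign, cut at about 17% in these data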;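 further: 0% = plate median of test compound wells and 100% = 1 µM Z-Phe-Ala-diazomethylketone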
procasp7 counter – activates human procaspase-7, counter-screen for procaspase-3 activators; P55210; recombinant procaspase-7, Ac-DEVD-pNA absorbance 405 nm; D23A/D198A/D206A triple mutant, cannot self-cleave; scale: DMSO 0, 5 µM enzyme 100; activation, % at 8.5 µM; 330,000 tested, 0.093% active; AID 463210;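 active means percent activation above the screen-wide mean plus 3 SD, cut at about 25% in these data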
Target sequence (P55210 whole entry D23A/D198A/D206A): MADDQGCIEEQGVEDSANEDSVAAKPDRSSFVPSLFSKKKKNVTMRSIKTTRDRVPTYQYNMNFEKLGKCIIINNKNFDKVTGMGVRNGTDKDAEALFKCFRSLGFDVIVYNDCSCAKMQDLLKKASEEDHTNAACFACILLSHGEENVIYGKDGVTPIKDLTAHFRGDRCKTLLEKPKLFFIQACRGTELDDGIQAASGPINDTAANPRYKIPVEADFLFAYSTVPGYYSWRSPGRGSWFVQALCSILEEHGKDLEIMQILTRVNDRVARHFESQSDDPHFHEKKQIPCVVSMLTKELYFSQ
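buffer or medium = Zinc-free HEPES/NaCl buffer, pH 7.4 | material = Procaspase-7 triple mutant (PC-7 D3A) | input = 2 µM procaspase-7 mutant as dispensed | signal = Epi-absorbance of released pNA at 405 nm, two timepoints | timing = 1 h preincubation, 2 h reaction | replicates = singlicate compound testing | evaluation = % activation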
An asterisk follows results filed as active.

Screening Cc1ccc(-n2cc(CN3CCN(Cc4nccn4C)CC3)c(-c3cccc(C)c3)n2)cc1 returned TPT1 inh 4, PP5 primary 2.5, Efflux pump inh 0.4, core dimer inh -4, PP1 counter 4, GASC-1 inh -12, proCasp3 act 3, CTSL1 counter 0 and procasp7 counter 2.
`COC(=O)c1cn(C(=O)c2cccc(Br)c2)c2ccccc12` gave TPT1 inh -1, PP5 primary 1.0, Efflux pump inh 0.0, core dimer inh 2, PP1 counter 4, GASC-1 inh -19, proCasp3 act -2, CTSL1 counter -5 and procasp7 counter -2.
`COc1ccc(NC(=O)C(C)N2c3cccc4cccc(c34)S2(=O)=O)cc1OC` (configuration not stated) gave TPT1 inh -1, PP5 primary 7.3, Efflux pump inh 0.0, core dimer inh 1, PP1 counter -1, GASC-1 inh -6, proCasp3 act 14, CTSL1 counter 2 and procasp7 counter -6.
Screening O=C(CNS(=O)(=O)c1ccccc1)NCc1ccco1 returned TPT1 inh 1, PP5 primary 1.6, Efflux pump inh 0.3, core dimer inh -12, PP1 counter 0, GASC-1 inh 3, proCasp3 act -14, CTSL1 counter -3 and procasp7 counter -1.
Screening O=C(COc1ccccc1)N1CCN(c2nnc(-c3ccccc3)c3ccccc23)CC1 returned TPT1 inh -7, PP5 primary 2.6, Efflux pump inh 0.3, core dimer inh -3, PP1 counter -1, GASC-1 inh 1, proCasp3 act 5, CTSL1 counter -2 and procasp7 counter 0.
Cc1ccc(NC(=O)Cn2sc3nc(C)cc(C)c3c2=O)c(Cl)c1 was read as TPT1 inh 6, PP5 primary 3.1, Efflux pump inh -0.1, core dimer inh -2, PP1 counter -3, GASC-1 inh 47, proCasp3 act -19, CTSL1 counter 1 and procasp7 counter -34.
CCN(CC)S(=O)(=O)c1cccc(C(=O)Nc2cc3oc4ccccc4c3cc2OC)c1 was read as TPT1 inh 1, PP5 primary -1.0, Efflux pump inh -0.1, core dimer inh -4, PP1 counter -1, GASC-1 inh 11, proCasp3 act -3, CTSL1 counter -2 and procasp7 counter 9.
`O=C(CN1C(=O)NC2(CCCCCC2)C1=O)N1CCN(c2ccc(F)cc2)CC1` gave PP5 primary 0.7, Efflux pump inh 0.0, PP1 counter -2, GASC-1 inh -1, proCasp3 act 8 and procasp7 counter 5.
Screening CC(C)C[C@@H](CO)N1CCN(Cc2ccc(Br)cc2)CCC1=O returned TPT1 inh -2, PP5 primary -0.8, Efflux pump inh 0.0, core dimer inh 11, PP1 counter -2, GASC-1 inh 2, proCasp3 act 2, CTSL1 counter 0 and procasp7 counter 6.
For COc1ccc(-c2ccc(NS(=O)(=O)c3ccc([N+](=O)[O-])cc3)cc2)nn1 the results were TPT1 inh -3, PP5 primary 1.0, Efflux pump inh 0.2, core dimer inh 14, PP1 counter 1, GASC-1 inh 12, proCasp3 act 3, CTSL1 counter -2 and procasp7 counter 8.
Screening Cc1ccc(NS(=O)(=O)c2cccc(C(=O)N/N=C/c3c(C)nn(-c4ccccc4)c3N3CCCC3)c2)c(C)c1 returned TPT1 inh -3, PP5 primary 5.3, Efflux pump inh 0.0, core dimer inh 25, PP1 counter 10, GASC-1 inh -4, proCasp3 act -14, CTSL1 counter -2 and procasp7 counter 4.
For NC(=O)c1ccccc1NC(=O)CSc1cn[nH]n1 the results were TPT1 inh -6, PP5 primary 0.3, Efflux pump inh -0.1, core dimer inh -13, PP1 counter -1, GASC-1 inh 13, proCasp3 act 9, CTSL1 counter 3 and procasp7 counter 0.

The final three compounds of the section above open the next one:
For COc1ccc(-c2ccc(NS(=O)(=O)c3ccc([N+](=O)[O-])cc3)cc2)nn1 the results were TPT1 inh -3, PP5 primary 1.0, Efflux pump inh 0.2, core dimer inh 14, PP1 counter 1, GASC-1 inh 12, proCasp3 act 3, CTSL1 counter -2 and procasp7 counter 8.
Screening Cc1ccc(NS(=O)(=O)c2cccc(C(=O)N/N=C/c3c(C)nn(-c4ccccc4)c3N3CCCC3)c2)c(C)c1 returned TPT1 inh -3, PP5 primary 5.3, Efflux pump inh 0.0, core dimer inh 25, PP1 counter 10, GASC-1 inh -4, proCasp3 act -14, CTSL1 counter -2 and procasp7 counter 4.
For NC(=O)c1ccccc1NC(=O)CSc1cn[nH]n1 the results were TPT1 inh -6, PP5 primary 0.3, Efflux pump inh -0.1, core dimer inh -13, PP1 counter -1, GASC-1 inh 13, proCasp3 act 9, CTSL1 counter 3 and procasp7 counter 0.
`CC(C)COP(=O)(c1ccc(N(C)C)cc1)C(O)c1ccc(N(C)C)cc1` (configuration not stated) gave TPT1 inh 2, PP5 primary 2.0, Efflux pump inh -0.3, core dimer inh -1, PP1 counter -2, GASC-1 inh 7, proCasp3 act -2, CTSL1 counter 4 and procasp7 counter -13.
Screening Cc1ccc(OCC(O)CNS(=O)(=O)c2ccccc2C(=O)N2CCCCC2)cc1 (configuration not stated) returned TPT1 inh 2, PP5 primary 1.1, Efflux pump inh -0.1, core dimer inh -4, PP1 counter 1, GASC-1 inh -5, proCasp3 act -5, CTSL1 counter 0 and procasp7 counter 4.
For Cc1cc(NC(=O)c2ccccc2F)nc2c1c(=O)oc1ccccc12 the results were TPT1 inh -4, PP5 primary -2.4, Efflux pump inh 0.0, core dimer inh 12, PP1 counter 0, GASC-1 inh -1, proCasp3 act 1, CTSL1 counter -1 and procasp7 counter 8.
`Cc1cc(Nc2ccc(Cl)cc2)n(-c2ccccc2)n1` gave TPT1 inh 1, PP5 primary 2.1, Efflux pump inh -0.1, core dimer inh 3, PP1 counter 2, GASC-1 inh -3, proCasp3 act -5, CTSL1 counter -1 and procasp7 counter 7.
`O=C(COC(=O)c1cc2c(s1)CCC2)Nc1ccc(F)cc1` gave TPT1 inh 6, PP5 primary 1.5, Efflux pump inh 0.1, core dimer inh 50*, PP1 counter 0, GASC-1 inh -6, proCasp3 act 3, CTSL1 counter 5 and procasp7 counter 4.
`CCOc1c2ccccc2nn1CCO` gave TPT1 inh 1, PP5 primary 2.0, Efflux pump inh 0.0, core dimer inh -10, PP1 counter -8, GASC-1 inh 7, proCasp3 act -4, CTSL1 counter 0 and procasp7 counter -4.
Screening O=C(Cc1n[nH]c(=O)[nH]c1=O)N/N=C/c1cccc(Cl)c1 returned TPT1 inh 3, PP5 primary -1.6, Efflux pump inh 0.5, core dimer inh 0, PP1 counter -5, GASC-1 inh 3, proCasp3 act -1, CTSL1 counter 0 and procasp7 counter 9.
For Cc1cc(C(C)(C)C)cc(C)c1C[n+]1ccc2ccccc2c1 the results were TPT1 inh -5, PP5 primary 0.6, Efflux pump inh 0.0, core dimer inh -4, PP1 counter 0, GASC-1 inh -9, proCasp3 act 5, CTSL1 counter -15 and procasp7 counter 6.
Cc1cc(Cl)ccc1OCC(=O)N/N=C/c1ccncc1 was read as TPT1 inh 0, PP5 primary 0.7, Efflux pump inh 0.1, core dimer inh -10, PP1 counter 2, GASC-1 inh -17, proCasp3 act -14, CTSL1 counter -3 and procasp7 counter -6.
COc1ccc(CCn2c(=S)[nH]c3ccc(N4CCOCC4)cc3c2=O)cc1OC was read as TPT1 inh -1, PP5 primary 3.3, Efflux pump inh 0.0, core dimer inh 8, PP1 counter 2, GASC-1 inh 3, proCasp3 act 4, CTSL1 counter 7 and procasp7 counter -1.
Screening CN(C)CCN(C)Cc1ccccc1Sc1cccc2ccccc12 returned TPT1 inh -4, PP5 primary 2.0, Efflux pump inh 0.1, core dimer inh -2, PP1 counter 3, GASC-1 inh 8, proCasp3 act -7, CTSL1 counter 1 and procasp7 counter 1.
O=C(COC(=O)CCc1ccc(S(=O)(=O)N2CCOCC2)cc1)NC1CCCC1 was read as TPT1 inh -7, PP5 primary 0.3, Efflux pump inh 0.0, core dimer inh -9, PP1 counter 6, GASC-1 inh -1, proCasp3 act 6, CTSL1 counter -4 and procasp7 counter 1.
For CCOC(=O)C1CCCN(C(=O)c2ccc3nc(-c4ccc(OC)c(OC)c4)c(-c4ccc(OC)c(OC)c4)nc3c2)C1 (configuration not stated) the results were TPT1 inh 4, PP5 primary 4.7, Efflux pump inh 0.3, core dimer inh 6, PP1 counter 7, GASC-1 inh -5, proCasp3 act -2, CTSL1 counter 0 and procasp7 counter -6.
`C[C@@H]1CN([C@H](C)CO)C(=O)c2cc(NC(=O)Nc3ccc4c(c3)OCO4)ccc2O[C@H]1CN(C)Cc1ccncc1` gave Efflux pump inh -0.3, GASC-1 inh 2, proCasp3 act 8 and procasp7 counter 0.
O=C1Oc2ccccc2C(=O)/C1=C/c1ccccc1O was read as TPT1 inh 5, PP5 primary 4.6, Efflux pump inh -0.2, core dimer inh 6, PP1 counter -2, GASC-1 inh 13, proCasp3 act 3, CTSL1 counter 1 and procasp7 counter 9.
CC1=NN(C(=O)c2ccc(Cn3cc(Br)c([N+](=O)[O-])n3)o2)C(O)(C(F)(F)F)C1 (configuration not stated) was read as TPT1 inh 5, PP5 primary 3.3, Efflux pump inh -0.1, core dimer inh -16, PP1 counter 8, GASC-1 inh -1, proCasp3 act 3, CTSL1 counter 0 and procasp7 counter 7.
`C/C(CCc1ccco1)=N\NC(=O)CNc1cccc2ccccc12` gave TPT1 inh 0, PP5 primary 2.2, Efflux pump inh -0.1, core dimer inh 6, PP1 counter 1, GASC-1 inh 28, proCasp3 act -7, CTSL1 counter -2 and procasp7 counter -6.
Screening Cc1ccc(NC(=O)Cc2nnc(N)s2)cc1 returned TPT1 inh 1, PP5 primary 0.5, Efflux pump inh -0.1, core dimer inh -1, PP1 counter -4, GASC-1 inh -1, proCasp3 act -4, CTSL1 counter 2 and procasp7 counter -1.
COC1(OC)C(/C=C/c2ccc(C)cc2)C(C#N)(C#N)C1(OC)OC (configuration not stated) was read as TPT1 inh 3, PP5 primary 2.3, Efflux pump inh -0.2, core dimer inh -2, PP1 counter -1, GASC-1 inh -14, proCasp3 act -5, CTSL1 counter -1 and procasp7 counter -10.
Screening Cn1cnnc1SCC(=O)n1c2ccccc2c2ccccc21 returned TPT1 inh 2, PP5 primary 1.3, Efflux pump inh 0.3, core dimer inh -3, PP1 counter -2, GASC-1 inh -5, proCasp3 act -2, CTSL1 counter 0 and procasp7 counter 7.
For C(=N\Nc1nc2ccccc2[nH]1)/c1c[nH]c2ccccc12 the results were TPT1 inh 2, PP5 primary 4.9, Efflux pump inh 0.2, core dimer inh -55, PP1 counter 2, GASC-1 inh -5, proCasp3 act 9, CTSL1 counter 4 and procasp7 counter -2.
CCn1c(CCl)nc2cc(S(=O)(=O)N3CCOCC3)ccc21 was read as Efflux pump inh 0.0, GASC-1 inh -8, proCasp3 act -1 and procasp7 counter 3.
